# RmlCD inh mix – RmlC and RmlD coupled enzyme inhibitors, primary screen, biochemical, 384-well, compound mixtures, retest. 0.39% of 110,000 active. RmlC/RmlD coupled enzyme inhibition, 384-well mixture HTS. AID 1532, 2009. inhibition, % at 5.5 µM; in the data active means inhibition above about 30%, passing the limit was not always enough; inconclusive means no clear call, values can overlap the other calls; further: strong numbers were not always called active
# HIV RNase H inh – HIV-1 RT RNase H inhibitors, primary screen, biochemical, fluorescence; inhibition, % at 10 µM; 1.9% of 65,000 active; Gag-Pol polyprotein (Human immunodeficiency virus type 1 group M subtype B (isolate …; RT-RNase H RNA/DNA duplex cleavage; AID 565, 2006; in the data active means inhibition above about 50%
# Numbers without * were called inactive; ? = inconclusive; nt = no result given.
# Every second line gives: RmlCD inh mix, HIV RNase H inh
1. CCCc1ccc(OCCNC(=O)CC)cc1
  7, 0
2. CCCCC(=O)OCc1cn(-c2ccc(Cl)cc2)nn1
  ?, nt
3. Cc1ccc(CNC(=O)C(=O)NCC2OCCN2S(=O)(=O)c2ccc3c(c2)OCCO3)cc1 (centres undefined)
  -42, nt
4. COc1ccc(N2CCN(CC(=O)Nc3c(C)cc(C)cc3C)CC2)cc1
  2, 11
5. CCOC(=O)CC1C(=O)NCCN1S(=O)(=O)c1ccc(Cl)cc1 (centres undefined)
  -12, nt
6. Cc1sc(NC(=O)c2ccccc2)c(C(=O)N2CCN(C)CC2)c1C
  17, -8
7. CC(=O)Nc1ccc(S(=O)(=O)Oc2ccc(N3C(=O)C4CCCCC4C3=O)cc2)cc1 (centres undefined)
  -2, nt
8. CC1(O)C[C@]2(C)N(O)C3CCCC[C@@H]3N2O1 (some centres undefined)
  5, -19
9. O=C(NCc1ccco1)c1ccc(Cn2c(=O)c3ccccc3n(Cc3cccc(Cl)c3)c2=O)cc1
  -13, nt
10. COc1ccc(-c2nc(CCNS(=O)(=O)c3ccc4c(c3)OCCO4)cs2)cc1
  3, nt
11. O=C(COC(=O)c1cccs1)NCc1ccc2c(c1)OCO2
  5, 5
12. CC(=O)N1c2c(ccc3ccccc23)C(C)CC12CCCCC2 (centres undefined)
  11, nt
13. CCCCn1c(=S)[nH]c2c(oc3ccc(Cl)cc32)c1=O
  -2, 14
14. CN1C(=S)SC(/[N+]([O-])=C\c2ccc(Cl)cc2)C1(C)C (centres undefined)
  -9, nt
15. COc1cccc(OC)c1C(=O)N1CCN(Cc2ccc3c(c2)OCO3)CC1
  30, 2
16. CCOC(=O)Cn1c(C)nc2c(C(=O)OCC)sc(C)c2c1=O
  -1, -5
17. CCCCNC(=S)NNC(=O)c1csc(C(C)C)c1
  12, nt
18. Cc1cccc(NC(=O)CSc2nc3ccccc3c3nc(CCc4c(C)n[nH]c4C)nn23)c1
  -12, nt
19. O=C(O)c1cc(-c2ccncc2)nc2ccc(F)cc12
  -6, 0
20. CCOc1ccc(S(=O)(=O)Nc2cccnc2)cc1
  -7, -5
21. COc1ccc2nc(SCC(=O)Nc3c(C)cc(C)cc3C)[nH]c2c1
  -4, nt
22. O=CNc1ccc(S(=O)(=O)NCc2ccccc2)cc1
  10, nt
23. c1ccc2c(c1)CCN(c1nc3ccccc3n3cnnc13)C2
  3, -65
24. CSC(=O)NC12CC3CC(CC(C)(C3)C1)C2
  6, -4
25. O=C(Nc1ccc(O)cc1)C1CCCN1S(=O)(=O)c1ccc(F)cc1 (centres undefined)
  -12, -6
26. CCCN(CCC)C(=S)NC(=O)c1ccc(-c2ccccc2)cc1
  5, nt
27. O=C(OCc1cc2ccccc2[nH]c1=O)c1cccnc1
  4, -30
28. Cc1nc2c(C(=O)N3CCCC3)cnn2c(C)c1Cc1c(F)cccc1Cl
  7, nt
29. CCNC(=O)n1nccc1C(C)Oc1cccc(C(F)(F)F)c1 (centres undefined)
  -4, nt
30. CC1=C(C(N)=O)C(c2ccc(Cl)cc2Cl)n2ncnc2N1 (centres undefined)
  5, -6
31. COc1cc(CNn2nnnc2N)cc(Br)c1OCc1c(Cl)cccc1Cl
  -2, nt
32. Cc1ccsc1C(=O)OCC(=O)c1cc(C)n(CC2CCCO2)c1C (centres undefined)
  7, -10
33. CCC(CC)C(=O)Nc1cccc(C(=O)Nc2ccc(OC)cc2[N+](=O)[O-])c1
  ?, nt
34. CCN(CC)CCNC(=O)C(C(=O)c1ccccc1)n1ccccc1=O (centres undefined)
  12, -8
35. O=[N+]([O-])c1nn(-c2ccc3c(c2)OCCO3)n(O)c1=NC1CCCCCC1
  7, nt
36. Cc1nccn1CCc1n[nH]c(=S)n1Cc1ccccc1
  -11, -17
37. Cc1cccc(NCc2ccccc2O)n1
  3, -4
38. Cc1c(C(=O)N2CCCc3ccccc32)sc2nc(-c3ccccc3)cn12
  9, -12
39. Cc1occc1-c1nnc(SCC(=O)NCC2CCCO2)n1C (centres undefined)
  2, 1
40. Cc1ccc(C)c(NC(=O)C2C3CCCC2C3c2ccccc2)c1 (centres undefined)
  ?, nt
41. CC12CCC(C(=O)N(CSC(=S)N/N=C\c3ccccc3O)C1=O)C2(C)C (centres undefined)
  -15, nt
42. Cc1ccsc1/C=N/N1CCN(c2ccccc2)CC1
  6, nt
43. Cc1cc(C(=O)NC(C)c2ccncc2)no1 (centres undefined)
  -9, 3
44. CCCn1ncc(C(=O)O)c1C
  -11, -6
45. CN(C)C(=O)CSc1nnc([C@@H](N)Cc2ccccc2)o1
  7, 0
46. O=C(CSc1ncnc2nc[nH]c12)NCCc1ccccc1
  -9, -15
47. Cc1ccc(CNC(=O)CCNS(=O)(=O)c2ccc3c(c2)c(=O)n(C)c(=O)n3C)cc1
  ?, -2
48. O=C(CCc1nc2ccccc2[nH]1)N1CCN(C(=O)c2ccco2)CC1
  nt, -4
49. O=c1[nH]c(=O)n(Cc2ccco2)c2c1C(C(F)(F)F)(C(F)(F)F)N=C(c1ccc(F)cc1)N2
  5, nt
50. CCOC(=O)c1[nH]c2ccccc2c1N=C(C)N(CC)CC
  nt, 6
51. COc1ccc(N(CC(=O)NC2CCCC2)C(=O)CCC(=O)Nc2cc(C)on2)c(OC)c1
  6, -7
52. COC(=O)c1cc(OC)c(OC)cc1NC(=O)CCC1CCCC1
  -15, -39
53. CCn1c(=O)[nH]c2ccccc2c1=O
  -7, nt
54. CCOC(=O)N1CCC(NC2CCCCCCC2)CC1
  1, -4
55. CCOC(=O)C1=C(C)Nc2ncnn2C1c1c[nH]c2ccccc12 (centres undefined)
  5, -1
56. CC(C)Cn1c(SCC(=O)NCc2ccc(Cl)cc2)nnc1-c1cccc(S(=O)(=O)N2CCOCC2)c1
  -3, nt
57. CCN(CC)c1ccc(C(NC(C)=O)NC(C)=O)cc1
  9, -5
58. CCCCCn1c(CN(C)Cc2ccccc2)nc2c1c(=O)n(C)c(=O)n2C
  -8, -3
59. CCc1ccc2c(COn3nnc4ccc(S(=O)(=O)N(C)C)cc43)cc(=O)oc2c1
  6, -20
60. O=C1C(C=NC2CC2)=C(O)c2ccccc21
  5, nt

# (cont.)
# Every second line gives: RmlCD inh mix, HIV RNase H inh
61. O=C(Nc1ccccc1)Nc1ccccc1C(=O)NCc1ccccc1
  -4, nt
62. CCOC(=O)C1CCN(C(=O)c2ccc(Cl)c(NC3=NC4CS(=O)(=O)CC4S3)c2)CC1 (centres undefined)
  nt, -6
63. Cn1c(SCC(=O)NCc2cccs2)nnc1-c1cccs1
  17, -7
64. COc1ccc(OC)c(-c2csc(N(Cc3ccco3)C(=O)c3cccs3)n2)c1
  -12, -9
65. CC(C)CNC(=O)CSc1nnc(CN2CCCCCC2=O)n1-c1ccccn1
  -16, -11
66. O=C(O)C1=C[C@@H](c2ccccc2)C[C@@H](OCc2ccc(CO)cc2)O1
  -6, nt
67. Cc1ccc(NC(=O)CC2SCCNC2=O)cc1Cl (centres undefined)
  -4, -38
68. CCOC(=O)c1[nH]c2ccc(OC)cc2c1NC(=O)CCN1CCc2ccccc2C1
  -3, 1
69. CCOc1ccccc1C(=O)N1CCC(C(=O)c2ccc(F)cc2)CC1
  5, nt
70. CCO[C@@H]1OC(C(=O)O)=C[C@H](C2CCCCC2)[C@H]1CCCO
  7, nt
71. Cc1c(C(=O)O)oc2ccc(S(=O)(=O)N3CCCCC3C(=O)O)cc12 (centres undefined)
  -1, 0
72. O=C(c1cnc2sccn2c1=O)N1CCc2ccccc2C1
  -5, -15
73. O=C(Nc1ccccc1N1CCCC1)c1cccnc1
  6, -8
74. CCOC(=O)c1[nH]c(C)c(C(=O)OCC(=O)N2CCc3ccccc32)c1C
  -6, nt
75. Cn1nc(C(C)(C)C)cc1C(=O)Nc1nc2c(s1)C(=O)CC(C)(C)C2
  -6, -2
76. CCOc1nc(NC2CCCCC2)nc(NC(C)(C)C)n1
  -14, nt
77. Clc1ccc(Cn2nnc(-c3ccc(N4CCOCC4)cc3)n2)cc1
  -4, -1
78. C/C(=N\NC(=O)c1c(Cl)c(C)nn1C)c1ccc(NC(=O)COc2ccc(Cl)cc2C)cc1
  0, nt
79. CCOCc1nnc(NS(C)(=O)=O)s1
  12, -1
80. CCSC(C)CC1CC(=O)CC(=O)C1 (centres undefined)
  9, 0
81. O=C(CCCOc1ccccc1)N1CCN(c2ccc(F)cc2)CC1
  -55, nt
82. Cc1ccc(N(C(=O)C2CCC(=O)N2)C2(C(=O)NC3CCCCC3)CCCCC2)cc1 (centres undefined)
  1, 3
83. COc1ccc(N2CCN(C(=O)CSc3nnc(Cn4nnc5ccccc54)n3C)CC2)cc1
  5, 6
84. Cn1nnnc1SCc1cccc(CSc2nnnn2C)n1
  2, -5
85. COC(=O)C(C)Sc1nc(-c2ccc(OC)cc2)nc2c1c(=O)n(C)c(=O)n2C (centres undefined)
  nt, 13
86. Cc1ccc(S(=O)(=O)N2c3ccccc3NC(=O)C2CC(=O)Nc2ccccc2)cc1 (centres undefined)
  -7, -3
87. CCn1c(C)nc2cc(-c3nnc(-c4c(-c5ccccc5)noc4C)o3)ccc21
  2, -20
88. CCOC(=O)Cc1csc(NC(=O)CSc2nnnn2-c2ccc(C)cc2C)n1
  4, nt
89. Cc1ccc(C(=O)Nc2cc3c(oc2=O)CCCC3=O)cc1
  7, nt
90. O=C(CSc1nnc(-c2ccc(Cl)cc2Cl)n1C1CCCCC1)N1CCCC1
  6, nt
91. O=C(O/N=C/c1cccc([N+](=O)[O-])c1)C1CC1
  12, nt
92. Nc1ccc(Cl)cc1/C(=N/O)c1ccccc1
  -1, -10
93. C=CCNC(=S)Nc1ccc2nc(C)c(C)nc2c1
  -27, nt
94. O=C(Nc1cccc(Cl)c1)N1CCSc2cc(Cl)ccc21
  5, nt
95. O=C(Nc1ccc(Cc2ccncc2)cc1)c1ccc(S(=O)(=O)N2CCOCC2)cc1
  9, 0
96. C=CCCN(Cc1ccccc1)S(=O)(=O)c1ccccc1Br
  18, nt
97. CCOC(=O)CSc1nc2ccccc2c(=O)n1CC1COc2ccccc2O1 (centres undefined)
  22, -15
98. C=C1Cn2c(nnc2-c2ccc(Cl)cc2)S1
  -9, -10
99. CCc1c(C(=O)N/N=C/c2ccc(C)o2)csc1C
  3, nt
100. O=C(CCS(=O)(=O)c1ccc(Br)cc1)Nc1ccc2c(c1)OCO2
  7, nt
101. Cc1noc(C)c1S(=O)(=O)Nc1ccc(C(=O)N2CCN(c3ccc(Cl)cc3)CC2)cc1
  nt, -8
102. CCN(CC)c1nc(Nc2ccccc2)nc(Oc2ccc(=O)n(C)n2)n1
  7, -7
103. COc1ccccc1N(C(=O)c1snc(C(N)=O)c1N)C(C(=O)NC1CCCC1)c1ccco1 (centres undefined)
  9, 13
104. COc1cc(NC(=S)N2CCN(C(c3ccccc3)c3ccccc3)CC2)cc(OC)c1
  -25, nt
105. COc1ccc(C(=O)NCCCc2nc3ccccc3n2Cc2cc(C)ccc2C)cc1OC
  -12, nt
106. O=C(CN1CCN(S(=O)(=O)c2ccc(F)cc2)CC1)Nc1ccc2c(c1)OCCO2
  4, -6
107. CCC(CC)c1nnc(NC(=O)Oc2ccccc2)s1
  -39, nt
108. CCc1ccc(NC2=NCC(=O)N2c2ccc3c(c2)OCCO3)cc1
  -10, -4
109. O=C(NC(=S)Nc1cccc(Cl)c1N1CCCC1)c1ccc(-c2cccc([N+](=O)[O-])c2)o1
  -1, nt
110. C=CCNC(=S)N/N=C/c1ccc(-c2cc(Cl)ccc2Cl)o1
  -26, nt
111. Cc1ccc2c(C(=O)CN3CCN(c4ccccc4)CC3)c(C)[nH]c2c1
  4, -2
112. CS(=O)(=O)CCC(C(=O)n1nnc2ccccc21)N1C(=O)c2ccccc2C1=O (centres undefined)
  6, -1
113. CC(Oc1ccccc1)C(=O)NC1CCN(Cc2ccccc2)CC1 (centres undefined)
  6, -1
114. Cc1cccc(CS(=O)(=O)Cc2ccc(C(=O)O)o2)c1
  -20, -18
115. C#CCNC(=O)C1=C[C@@H](C2CCCCC2)C[C@@H](OCCCCO)O1
  -12, nt
116. CCC[C@@H]1C[C@@H](C(=O)N[C@H]([C@@H](C)O)[C@H]2O[C@H](SC)[C@H](O)[C@@H](O)C2O)N(C)C1 (some centres undefined)
  nt, -8
117. CCCN1Cc2cccc(C(=O)NCc3ccccc3OC)c2C1=O
  -9, nt
118. O=C(O)CCCC(=O)N1CCN(c2nc(-c3ccccc3)c3ccccc3n2)CC1
  14, -11
119. Nc1nc(-c2cccc(Br)c2)cs1
  -10, nt
120. CCCCNC(=O)c1onc(CSc2ccc(F)cc2)c1C(=O)NCCCC
  -11, nt
121. c1cnc2ccc(C(c3nnnn3C3CCCCC3)N3CCN4CCCC4C3)cc2c1 (centres undefined)
  -11, nt
122. O=c1[nH]c2cc3c(cc2cc1C(c1nnnn1Cc1ccccc1)N1CCN2CCCC2C1)OCCO3 (centres undefined)
  16, 22
123. CC1CCc2nn(CC(=O)Nc3ccc(F)cc3F)cc2C1 (centres undefined)
  -11, -19

# Filtered by structure: the entries above with fluorine
# Every second line gives: RmlCD inh mix, HIV RNase H inh
19. O=C(O)c1cc(-c2ccncc2)nc2ccc(F)cc12
  -6, 0
25. O=C(Nc1ccc(O)cc1)C1CCCN1S(=O)(=O)c1ccc(F)cc1 (centres undefined)
  -12, -6
28. Cc1nc2c(C(=O)N3CCCC3)cnn2c(C)c1Cc1c(F)cccc1Cl
  7, nt
29. CCNC(=O)n1nccc1C(C)Oc1cccc(C(F)(F)F)c1 (centres undefined)
  -4, nt
49. O=c1[nH]c(=O)n(Cc2ccco2)c2c1C(C(F)(F)F)(C(F)(F)F)N=C(c1ccc(F)cc1)N2
  5, nt
69. CCOc1ccccc1C(=O)N1CCC(C(=O)c2ccc(F)cc2)CC1
  5, nt
81. O=C(CCCOc1ccccc1)N1CCN(c2ccc(F)cc2)CC1
  -55, nt
106. O=C(CN1CCN(S(=O)(=O)c2ccc(F)cc2)CC1)Nc1ccc2c(c1)OCCO2
  4, -6
120. CCCCNC(=O)c1onc(CSc2ccc(F)cc2)c1C(=O)NCCCC
  -11, nt
123. CC1CCc2nn(CC(=O)Nc3ccc(F)cc3F)cc2C1 (centres undefined)
  -11, -19

# Assay outcomes as filed in PubChem BioAssay.

# Some of the compounds tested, so the mix of outcomes need not match the whole.
